# D3 antag – antagonists of human D3 dopamine receptor; P35462; D3R cells, DiscoveRx beta-arrestin luminescence, antagonist mode; active compounds read low; max response, negative = inhibition, %; 360,000 compounds, 2.5% hits; in the data active = max response below about -50%; inconclusive = no clear call, values can overlap the other calls; also: % is scaled to controls: 0 for no effect and ±100 for the full control effect; mostly tested at two doses, the higher about 12 µM
#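 Cells plated overnight at 1500 cells/well, then exposed to library compounds with dopamine controls for 90 minutes at 37 degrees C. DiscoveRx reagent added for 30–60 minutes at room temperature; luminescence read, quantitative HTS format.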
# GLP1R ag – agonists of human GLP-1 receptor. 380,000 compounds, 0.007% hits. HEK293 GLP-1R CRE-luciferase, luminescence, 4-6 h; cells express a hypersensitive GLP-1R form. Potency, µM (titrated, usually from 45.6 µM), for the others: top-dose activation, usual class: activators. AID 624172; also: potency is read from the fitted curve at half-maximal effect; % of control where 0% means no effect
# Target sequence (P43220 whole entry, looked up): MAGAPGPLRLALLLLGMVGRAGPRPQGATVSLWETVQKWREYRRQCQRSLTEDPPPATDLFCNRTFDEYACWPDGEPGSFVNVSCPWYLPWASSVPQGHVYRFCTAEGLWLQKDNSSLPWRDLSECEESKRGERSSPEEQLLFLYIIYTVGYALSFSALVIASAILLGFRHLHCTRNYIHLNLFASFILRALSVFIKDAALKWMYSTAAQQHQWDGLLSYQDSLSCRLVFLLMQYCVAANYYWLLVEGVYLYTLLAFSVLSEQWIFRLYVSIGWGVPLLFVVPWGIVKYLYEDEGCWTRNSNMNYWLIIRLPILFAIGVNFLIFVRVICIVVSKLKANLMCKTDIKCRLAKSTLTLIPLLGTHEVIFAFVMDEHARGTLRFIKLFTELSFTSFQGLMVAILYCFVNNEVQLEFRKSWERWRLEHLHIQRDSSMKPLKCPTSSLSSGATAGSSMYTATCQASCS
# PTHR1 ag – activates the human parathyroid hormone receptor PTHR1; Q03431; HEK293 GP2 PTHR1 cells, GloSensor cAMP luminescence, 1 h; Potency, µM (top dose mostly 115 µM), inactives show at the highest dose activation, hits mostly activators; 410,000 compounds, 0.075% hits; AID 743266; also: potency is read from the fitted curve at half-maximal effect; nearly all actives have a fitted effect of over 55% in size; some results filed as inactive show a strong effect at the top dose; inactives centre near -15; many of its hits are not listed in these tables
# Target sequence (Q03431 whole entry, looked up): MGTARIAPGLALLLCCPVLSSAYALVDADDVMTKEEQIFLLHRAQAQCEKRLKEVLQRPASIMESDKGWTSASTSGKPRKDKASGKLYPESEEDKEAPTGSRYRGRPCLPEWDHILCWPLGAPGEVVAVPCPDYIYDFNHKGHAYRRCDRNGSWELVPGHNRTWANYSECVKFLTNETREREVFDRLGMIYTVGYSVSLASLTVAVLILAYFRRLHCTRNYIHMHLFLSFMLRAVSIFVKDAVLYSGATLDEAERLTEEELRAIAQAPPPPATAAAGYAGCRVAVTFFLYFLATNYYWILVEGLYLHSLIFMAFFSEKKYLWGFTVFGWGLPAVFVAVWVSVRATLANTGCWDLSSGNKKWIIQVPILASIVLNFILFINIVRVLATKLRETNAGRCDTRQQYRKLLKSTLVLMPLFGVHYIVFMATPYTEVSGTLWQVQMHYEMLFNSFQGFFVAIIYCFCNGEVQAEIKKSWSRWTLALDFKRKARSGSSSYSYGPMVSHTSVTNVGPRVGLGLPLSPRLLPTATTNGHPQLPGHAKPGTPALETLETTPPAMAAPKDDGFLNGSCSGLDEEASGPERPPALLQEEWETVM
#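 HEK-293-derived GP2 cells expressing PTHR1 and a GloSensor cAMP reporter, 3,000/well, plated overnight, given luciferin plus IBMX (each 0.5 mM as added) for 1 h at 37 °C, then compound for 1 h at 37 °C. Luminescence was read after 15 min at room temperature.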
# TDP43 rescue – inhibitors of TDP-43 toxicity in yeast; AID 652104; TDP-43 expressing yeast growth rescue, BacTiter-Glo, 24 h; Potency, µM (titrated, usually from 46.1 µM), for the others: at the top dose growth rescue (activation), usual class: activators; 410,000 compounds, 1.8% hits; also: potency is read from the fitted curve at half-maximal effect; % of control where 0% means no effect; nearly all actives have a fitted effect of over 50% in size
#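 Cell-based yeast growth screen: TDP-43 expression induced in galactose, inoculum OD600=0.02 after raffinose pregrowth to mid-log. Read-out BacTiter-Glo luminescence at 24 hr, 30 deg C; inhibition of toxicity seen as signal increase.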
# pAkt inh – inhibitors of Akt phosphorylation; Neuro2A IGF-stimulated pAkt S473 HTRF, 20 min; active compounds read low; activity change, % for hits at 50 µM; 360,000 compounds, 0.32% hits; in the data active = activity change below about -80%; inconclusive = mostly about -51% to -80%; also: % is scaled to controls: 0 for no effect and ±100 for the full control effect
#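 Neuro2A cells (4,500/well, DMEM with 0.5% FBS) were treated with compound at a single 50 µM final concentration, stimulated with 6 nM IGF for 20 min at 37 °C, and lysed. Phospho-Akt Ser473 was read by HTRF as 665/615 ratio ×10^4.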
# GLP1R inv ag – acts as inverse agonist at human GLP-1 receptor. P43220. HEK293 GLP-1R CRE-luciferase, luminescence, 24 h; GLP-1R form is constitutively active. Potency, µM (top dose mostly 38.3 µM), without a hit: at the top dose activity change, negative = inhibition, usual class: inhibitors. 410,000 compounds, 1.6% hits; also: potency is read from the fitted curve at half-maximal effect; % is scaled to controls: 0 for no effect and ±100 for the full control effect; nearly all actives have a fitted effect of over 55% in size
#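 Using stably transfected HEK293 (constitutively active GLP-1R, cAMP-luciferase reporter), compounds were incubated 24 hr and luciferase measured by luminescence.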
# Abeta rescue – A-beta toxicity reversal in yeast; 410,000 compounds, 0.063% hits; yeast expressing A-beta42, growth rescue, OD600, 48 h; response scale: 0% DMSO, 100% iron-clioquinol control; Potency, µM (highest dose often 46.1 µM), inactives show at the highest dose growth rescue, most hits filed as activators; also: potency is read from the fitted curve at half-maximal effect; nearly all actives have a fitted effect of over 55% in size
#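 Yeast A-beta toxicity model in growth medium with pinned compounds, 48 h at 30 C; growth read as absorbance at 600 nm. Normalized to FeCl3/clioquinol equimolar mix (positive) and DMSO (negative).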
# FUS yeast rescue – rescues growth of FUS-expressing yeast. 390,000 compounds, 0.24% hits. S. cerevisiae FUS-expressing, growth rescue, OD600, 24 h. Potency, µM (top dose mostly 76.6 µM), for inactives: at the top dose growth rescue (activation), usual class: activators;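 also: potency is read from the fitted curve at half-maximal effect; plate controls were DMSO vehicle for no effect and reference control for full effect; nearly all actives have a fitted effect of over 55% in size; some results filed as inactive show a strong effect at the top dose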
#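 Toxicity suppression screen in FUS-yeast. Cells induced with 2% galactose, starting OD 0.005, treated 24hr at 30C with compounds at multiple final concentrations; growth by OD600.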
# aSyn rescue – rescues yeast growth from alpha-synuclein toxicity; 370,000 compounds, 0.14% hits; Potency, µM (top dose mostly 46.1 µM), for the others: at the top dose growth rescue (activation), hits mostly activators; Yeast expressing alpha-synuclein, growth rescue, BacTiter-Glo, 24 h; also: potency is read from the fitted curve at half-maximal effect; % of control where 0% means no effect; nearly all actives have a fitted effect of over 65% in size
#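 Screening used galactose-induced yeast with toxic alpha-synuclein levels, exposed to compound for 24 hr at 30 deg C. Cell growth, read with BacTiter-Glo luminescence, gave the measured signal.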
# * = called active by the depositor; i = inactive; ? = inconclusive; nt = no result given; & = joins results of further samples; [ ] = another dose, or the depositor's remark. Unless noted, calls follow the shape of the dose curve; as a rule, active = well fitted curve in the direction sought with a large enough effect; inconclusive = small, poorly fitted or top-dose-only effect, or another doubt; inactive = no such curve, though single readings can be large; an effect the other way counts as inactive or inconclusive. Only part of the results is shown; count on the stated rates, not on these rows.
compound	D3 antag	GLP1R ag	PTHR1 ag	TDP43 rescue	pAkt inh	GLP1R inv ag	Abeta rescue	FUS yeast rescue	aSyn rescue
COCCNC(=O)CN1C(=O)COc2ccc(S(=O)(=O)N3CC(C)CC(C)C3)cc21 (stereo unspecified)	15	-6%	-21%	7%	i	-21%	10%	-9%	-3%
O=C(NNc1cccc(Cl)n1)c1cccnc1Cl	-13	-3%	-21%	-8%	i	0%	-17%	-19%	-4%
O=[N+]([O-])c1cc2c(c([N+](=O)[O-])c1)Nc1ccccc1O2	-9	-1%	-51%[inhibitor]	5%	i	?	-21%	-25%	-8%
O=c1nccc(NCc2ccco2)[nH]1	2	-9%	i	-7%	-108%*	2%	3%	-7%	8%&-2%
O=C(c1ccco1)N1CCN(S(=O)(=O)c2ccc(S(=O)(=O)NC3CCCCC3)cc2)CC1	-19	-6%	-9%[57.5 µM]	-17%	i	0%	0%	11%	3%
NNC(=O)c1cc(-c2ccc(N)cc2)nc2ccc(Br)cc12	11	5%	-11%	20%	i	0%	-7%	24%	4%
O=C(Nc1nc(-c2ccccc2)cs1)c1ccco1	10	16%	-27%	-11%[1.82 µM]	i	-13%	5%	8%	-19%
Cc1c(OC(C(=O)O)c2ccccc2)ccc2c1oc(=O)c1ccccc12 (stereo unspecified)	-10	-1%	-16%	-18%	i	22%	-12%	5%	?
CC1(C(=O)Nc2ccc(F)c(Cl)c2)Cc2c(-c3ccccc3)ccnc2O1 (stereo unspecified)	45	0%	-32%[inhibitor]	19%	i	?	14%	33%	15%
Cc1ccc(/C=C/C(=O)NCCc2ccccc2)o1	-24	-2%	0%	?	i	4%	-19%	1%	10%
C/[N+]([O-])=C\C1C(=O)CC(C)(C)CC1=O	4	5%	-12%	-8%	i	7%	-32%[inhibitor]	-17%	12%
CCC(C)NC(=O)CCCc1nnc2n(CC(C)C)c(=O)c3sccc3n12 (stereo unspecified)	nt	nt	-9%	12%	nt	4%	-11%	-12%	nt
O=C1CC(c2ccc(O)cc2)Oc2ccccc21 (stereo unspecified)	-10	4%	-49%[inhibitor]	?	i	-6%	-15%	0%	1%
Cc1[nH]c2ccccc2c1C(=O)COC(=O)c1ccc[n+]([O-])c1	17	4%	i	14%	i	9%	nt	41%	-1%
CCCCNC(=O)CCCn1c(=O)c2ccccc2n(Cc2cccc(Cl)c2)c1=O	nt	0%	-32%[inhibitor]	25%	nt	-17%	4%	-5%	nt
O=C1c2ccccc2C(=O)N1CCCn1ccnc1	0	3%	15%	-26%[1.82 µM]	i	-4%	-8%	23%	-4%
COc1ccc(-n2cc(-c3ccc(OC)c(OC)c3)[nH]c2=S)cc1	-21	23%	-22%	27%	i	14%	12%	19%	-11%
Cc1c(Cl)cccc1NS(=O)(=O)c1ccc2[nH]cc(C(=O)NC3CCCC3)c(=O)c2c1	nt	nt	i	22%	nt	?	9%	?	nt
CCOC(=O)c1sc(NC(=S)NC(=O)c2ccccc2)c(C(=O)OCC)c1C	5	-8%	i	2%	i	5%	9%	nt	5%
CCn1c(C)c(C)c2cc(C(=O)NCCCN3CCCCC3C)ccc21 (stereo unspecified)	-16	-5%	-19%	-7%&11%	i	?	-21%&-12%	13%&2%	-1%
O=C(O)c1cccc(S(=O)(=O)N2CCCC(c3nc4c(nnn4Cc4ccc(F)cc4)c(=O)[nH]3)C2)c1 (stereo unspecified)	2	5%	i	3%	i	1%	2%	22%	0%
Cc1nc(Nc2ccc(Cl)c(Cl)c2)sc1C(=O)Nc1ccccc1	4	1%	-30%	-35%[inhibitor]	i	?	?	12%	-12%
COc1ccc(S(=O)(=O)Nc2ccc(-n3cnnn3)cc2)cc1Br	4	6%	i	-30%	i	-17%	-8%	16%	1%
CCCn1c2ccccc2c2cnn(CC(=O)NCCc3ccc(OCC)cc3)c(=O)c21	nt	nt	i	21%	nt	8%	-3%	-6%	nt
S=c1[nH]nc(C2CCCCC2)n1Cc1ccccc1	-7	11%	i	29%	i	?	?	0%	5%
COc1ccc([C@@H]2[C@@H]3C(=O)N(C(C)(C)C)C(=O)[C@@H]3[C@]3(C)C(=O)N(c4cccc(Br)c4)C(=O)N23)cc1	-9	1%	i	19%	i	-1%	1%	?	7%
Cc1ccc(S(=O)(=O)Oc2ccccc2/C=N/N=C(N)N)cc1	-22	1%	i	-32%[inhibitor]	i	?	0%	25%	0%
CCN(CC(=O)Nc1ccc(NC(C)=O)cc1)C(=O)CCN1C(=O)c2cccc([N+](=O)[O-])c2C1=O	3	-13%	i	-1%	i	-16%	6%	4%	3%
COc1cc(OC)c(N(C)S(=O)(=O)c2cccc(C(=O)OCC(=O)c3c[nH]c4ccccc34)c2)cc1Cl	14	-13%	-20%	21%	i	?	-2%	26%	1%
COc1ccc2c(c1)oc(=O)c1cc(OC)ccc12	32	30%	-11%	12%	i	52%[activator]	12%	-9%	11%

# (listing goes on)
# Results follow in this order: D3 antag, GLP1R ag, PTHR1 ag, TDP43 rescue, pAkt inh, GLP1R inv ag, Abeta rescue, FUS yeast rescue, aSyn rescue
Cc1ccc(CNC(=O)CN2C(=O)c3ccccc3S2(=O)=O)cc1
→ 4, 23%, -13%, -4%, i, 1%, -9%, 0%, 3%
Cc1[nH]c2ccccc2c1/C=C/c1nc2ccccc2c(=O)n1CCO
→ 15, 12%, -3%, 1%, i, ?, -9%, -15%, 1%
O=C(c1ccc(F)cc1)N1CCC(C(=O)N2CCCc3ccccc32)CC1
→ 1, -1%, -20%, ?, i, 4%, 0%, -22%, 8%
Cc1cc(C)c2c(-c3ccc(F)cc3)c(C#N)c(=O)n(C)c2n1
→ 3, 13%, i, 1%, i, 48%[activator], -9%, -24%, -7%
O=C(CNS(=O)(=O)c1ccccc1F)NNC(=O)c1ccc(Br)cc1
→ -5, -18%, 12%, -12%, i, 20%, -16%, 30%, -2%
O=C(c1ccc(S(=O)(=O)Cc2ccccc2Cl)c([N+](=O)[O-])c1)N1CCOCC1
→ 4, -4%, i, 4%, i, ?, -9%, 13%, -1%
c1ccc(CCn2nnnc2CN2CCc3ccccc32)cc1
→ -1, 5%, -79%[inhibitor], ?, i, ?, 5%, 21%, 12%
CCOC(=O)c1ccc(N2CCN(c3cc(C)ccc3C)CC2)c(NC(=O)Nc2ccc(CC)cc2)c1
→ nt, nt, i, -3%, nt, 5%, -2%, -2%, nt
CCOc1ccc(NCc2ccccc2OCc2cccc(F)c2)cc1
→ ?, 6%, -30%, -23%, i, ?, -25%, 27%, 0%
CSc1ccc(/C=C(/NC(=O)c2ccco2)C(=O)NCc2ccco2)cc1
→ 21, -9%, -21%, 22%, i, 13%, 1%, nt, 2%
C#Cc1cccc(NC(=O)C2CCN(C(C)=O)CC2)c1
→ -23, 0%, -19%, -9%, i, 12%, 3%, -6%, -8%
CCC(C)OC(=O)/C(C#N)=C/c1ccc(-c2ccc(Br)cc2)o1 (stereo unspecified)
→ nt, nt, -5%, 23%, nt, 9%, -2%, 16%, nt
CC1CCN(Cc2c(C(=O)N/N=C/c3ccccc3O)nnn2-c2nonc2N)CC1
→ 11, 8%, -15%, 6%, i, ?, -10%, 7%, 1%
COc1ccc(CCNC(=O)CCn2c(=O)oc3ccccc32)cc1
→ 17, 7%, i, 19%, i, 10%, 6%, -22%, -1%

# Arranged by the number under GLP1R inv ag (falling): some entries from above
smiles,D3 antag,GLP1R ag,PTHR1 ag,pAkt inh,GLP1R inv ag
O=C(CNS(=O)(=O)c1ccccc1F)NNC(=O)c1ccc(Br)cc1,-5,-18%,12%,i,20%
COc1ccc(CCNC(=O)CCn2c(=O)oc3ccccc32)cc1,17,7%,i,i,10%
CCOC(=O)c1ccc(N2CCN(c3cc(C)ccc3C)CC2)c(NC(=O)Nc2ccc(CC)cc2)c1,nt,nt,i,nt,5%
Cc1ccc(CNC(=O)CN2C(=O)c3ccccc3S2(=O)=O)cc1,4,23%,-13%,i,1%

# 3 compounds from above, reduced to aSyn rescue.
SMILES | aSyn rescue
COc1ccc(CCNC(=O)CCn2c(=O)oc3ccccc32)cc1 | -1%
Cc1[nH]c2ccccc2c1/C=C/c1nc2ccccc2c(=O)n1CCO | 1%
CSc1ccc(/C=C(/NC(=O)c2ccco2)C(=O)NCc2ccco2)cc1 | 2%

# Reprinted at random: 2 entries already listed
# Results follow in this order: D3 antag, GLP1R ag, PTHR1 ag, TDP43 rescue, pAkt inh, GLP1R inv ag, Abeta rescue, FUS yeast rescue, aSyn rescue
CCn1c(C)c(C)c2cc(C(=O)NCCCN3CCCCC3C)ccc21 (stereo unspecified)
→ -16, -5%, -19%, -7%&11%, i, ?, -21%&-12%, 13%&2%, -1%
CCOc1ccc(NCc2ccccc2OCc2cccc(F)c2)cc1
→ ?, 6%, -30%, -23%, i, ?, -25%, 27%, 0%

# From PubChem BioAssay
